A350 autofl: compound fluoresces in the Alexa 350 spectral region. actives 11% (n = 59,000). Compound autofluorescence, 340/450 nm, Alexa 350 dye-equivalents; active compounds read high. max dye-equivalent concentration, M; in the data active = max dye-equivalent concentration above about 10 nM; inconclusive = mostly about 1.1 nM to 9.6 nM
DNA Pol III inh: inhibitors of bacterial DNA polymerase III holoenzyme | actives 0.25% (n = 71,000) | reconstituted DNA polymerase III holoenzyme replication, biochemical | Potency, µM (doses to about 57.1 µM), inactives show top-dose activity change, negative = inhibition; also: potency is read from the fitted curve at half-maximal effect; % is scaled to controls: 0 for no effect and ±100 for the full control effect
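Reconstituted *E. coli* holoenzyme (0.35 nM Pol III, 1 nM beta, 154 nM SSB, 2 nM primase) was preincubated with compound for 15 min at RT. Synthesis on 1.4 nM ssM13Gori ran 35 min, then was stopped with PicoGreen/EDTA and read as dsDNA fluorescence.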
HBB splice mod: alters splicing of the hemoglobin beta chain; HBB splicing reporter cell assay, activation; EGFP reporter with mutant IVS2-654 intron; response scale: normalised to 500 nM splice-correcting PNA; AID 925; actives 0.06% (n = 65,000); Potency, µM (highest dose often 46.1 µM), inactives show at the highest dose activation, actives largely listed as activators; also: potency is read from the fitted curve at half-maximal effect; 0% is about no effect
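HeLa cells stably expressing EGFP interrupted by mutant beta-globin intron 2 (IVS2-654), 500/well in 2% FCS. Treated with compound for 2 days at 37C. Splicing correction scored as total well GFP intensity (488 nm excitation, 500-520 nm emission); 500 nM antisense PNA served as control.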
4-MU autofl: compound fluoresces in the 4-MU spectral region | AID 589 | max dye-equivalent concentration, M | actives 11% (n = 59,000) | compound autofluorescence, 340/450 nm, 4-MU equivalents; active compounds read high; in the data active = max dye-equivalent concentration above about 10 nM; inconclusive = mostly about 1.1 nM to 9.6 nM
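Intrinsic fluorescence at 340/450 nm (ex/em) was read after 15 min at room temperature in pH 8.0, 100 mM Tris. Each compound concentration expressed as 4-MU-equivalent concentration from a six-point 4-MU standard series on each plate.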
BRCT PPI green: inhibitors of human BRCA1 BRCT-phosphoprotein interaction (green fluorophore); P38398; BRCA1 BRCT-phosphopeptide binding, green fluorescence polarization; Potency, µM (titrated, usually from 76.9 µM), without a hit: at the top dose activity change, negative = inhibition, hits mostly inhibitors; actives 0.05% (n = 75,000);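 also: potency is read from the fitted curve at half-maximal effect; plate controls were peptide without protein for full effect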
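Compounds were incubated for 12 min at room temperature with a complex of 100 nM fluorescein-tagged pBACH1 decapeptide and 250 nM His-tagged BRCT protein. Buffer was phosphate pH 7.3 with EDTA, DTT and Tween 20. Disruption of binding lowers the polarization signal.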
CRE-bla Fsk: modulators of forskolin-stimulated CRE signaling in CHO cells. CHO CRE-bla reporter (cAMP response element driving beta-lactamase), forskolin EC10, beta-lactamase ratio. Potency, µM (highest dose often 38.2 µM), inactives show top-dose activity change, negative = inhibition, usual class: activators. actives 2.5% (n = 71,000); active = well fitted activation curve with a large enough effect in the signal ratio, with a control signal flat, not every such curve was filed as active; inconclusive = small, poorly fitted or top-dose-only effect, or effect the other way, or a change in a side signal; the % refers to the signal ratio; also: potency is read from the fitted curve at half-maximal effect; % of control where 0% means no effect
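Reporter-gene assay: CHO cells with beta-lactamase behind cAMP responsive elements, co-treated with compound and EC10 NKH 477 for 3 hours at 37 degrees Celsius. Activity came from the 460/530 nm CCF4 emission ratio.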
BRCT PPI red: disrupts BRCA1 BRCT binding to phosphoprotein, red fluorophore readout. P38398. BRCT-phosphopeptide binding, red fluorescence polarization. Potency, µM (top dose mostly 76.9 µM), for inactives: at the highest dose activity change, negative = inhibition, usual class: inhibitors. actives 0.03% (n = 75,000). AID 892; also: % is scaled to controls: 0 for no effect and ±100 for the full control effect
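Fluorescence polarization: 100 nM His-tagged BRCA1 BRCT with 100 nM TAMRA-labelled phospho-BACH1 decapeptide, phosphate buffer pH 7.3 with 150 mM NaCl, DTT, 0.01% Tween 20; 12 min RT. Binding inhibition seen as FP decrease.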
UbGFP stabilizer: proteasome inhibitors stabilizing ubiquitin-GFP reporter; Ubiquitin-GFP reporter cells, proteasome inhibition, GFP fluorescence; response scale: untreated = 0%, 10 µM MG-132 = 100%; Potency, µM (titrated, usually from 45.9 µM), inactives show top-dose activation (GFP accumulation), hits mostly activators; 67,000 tested, under 10 active; active = well fitted activation curve with a large enough effect, not every such curve was filed as active; inconclusive = small, poorly fitted or top-dose-only effect, or another doubt; inactive = no such curve, though single readings can be large or run the other way; also: potency is read from the fitted curve at half-maximal effect
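U2OS Ub(G76V)-GFP reporter; O/N plating, 0.5% FBS; cpd 46 uM–2.9 nM, 4 h, 37 °C; GFP+ cell count, 488/515 nm; norm. to basal vs 10 uM MG-132; CRC fit.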
Epigenetic mod: derepresses silenced GFP locus in mouse C127i cells | Potency, µM (doses to about 46.1 µM), without a hit: at the highest dose GFP derepression (activation) | AID 597 | actives 0.09% (n = 68,000) | mouse C127i GFP locus derepression, cytometry, 30 h; also: % of control where 0% means no effect
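Murine C127i mammary cells carrying a silenced, stably integrated CMV-driven GFP reporter were treated with compound for 30 hours at 37 C. After PBS washes, GFP-positive cells were counted by laser-scanning microplate cytometry.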
Hsp90 Hop PPI: changes Hsp90-Hop TPR2A binding signal, up or down; AlphaScreen TPR2A-His6 binding biotin-Hsp90 C-terminal peptide; AID 595; Potency, µM (doses to about 57 µM), for the others: top-dose activity change, negative = inhibition; actives 0.44% (n = 71,000); active = well fitted curve in either direction with a large enough effect; inconclusive = small, poorly fitted or top-dose-only effect, or another doubt; also: potency is read from the fitted curve at half-maximal effect; % is scaled to controls: 0 for no effect and ±100 for the full control effect; many of its hits are not listed in these tables
15-hLO inh: blocks human 15-lipoxygenase activity; P16050; purified 15hLO-1, xylenol orange hydroperoxide absorbance; Potency, µM (highest dose often 57.1 µM), for the others: top-dose activity change, negative = inhibition, actives largely listed as inhibitors; actives 1.4% (n = 74,000); also: potency is read from the fitted curve at half-maximal effect; % is scaled to controls: 0 for no effect and ±100 for the full control effect; nearly all actives have a fitted effect of over 55% in size
Target sequence (P16050 whole entry, looked up): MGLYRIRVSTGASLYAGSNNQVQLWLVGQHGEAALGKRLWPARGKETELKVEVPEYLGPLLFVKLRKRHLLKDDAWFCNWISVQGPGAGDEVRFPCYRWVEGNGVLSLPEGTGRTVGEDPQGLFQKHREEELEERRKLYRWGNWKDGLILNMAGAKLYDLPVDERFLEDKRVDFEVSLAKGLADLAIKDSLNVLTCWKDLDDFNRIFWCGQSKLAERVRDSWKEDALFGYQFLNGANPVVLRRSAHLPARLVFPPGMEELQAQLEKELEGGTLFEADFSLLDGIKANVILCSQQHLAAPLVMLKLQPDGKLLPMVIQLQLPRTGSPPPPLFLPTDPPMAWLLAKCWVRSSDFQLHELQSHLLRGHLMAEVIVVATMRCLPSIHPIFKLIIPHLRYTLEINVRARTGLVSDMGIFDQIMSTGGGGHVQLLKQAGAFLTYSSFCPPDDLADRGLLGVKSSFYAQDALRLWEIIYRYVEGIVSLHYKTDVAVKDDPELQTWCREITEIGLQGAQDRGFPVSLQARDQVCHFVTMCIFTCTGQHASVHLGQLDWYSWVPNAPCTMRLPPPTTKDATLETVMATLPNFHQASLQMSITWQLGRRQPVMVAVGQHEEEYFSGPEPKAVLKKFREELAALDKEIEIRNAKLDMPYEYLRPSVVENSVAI
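Compounds were preincubated 15 min at room temperature with 40 nM purified human enzyme (25 mM Hepes pH 7.5, 0.01% Triton X-100); 50 uM arachidonic acid reacted 6 min. Fe-xylenol orange detection, 30 min, absorbance ratio 573/405 nm.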
Starred values were filed as active, the others as inactive; i = inactive; ? = inconclusive; . = not tested or not shown; [ ] = another dose, or the depositor's remark. Unless noted, calls follow the shape of the dose curve; as a rule, active = well fitted curve in the direction sought with a large enough effect; inconclusive = small, poorly fitted or top-dose-only effect, or another doubt; inactive = no such curve, though single readings can be large; an effect the other way counts as inactive or inconclusive. Outcome played no part in choosing rows; 12% or so of the library scored in one or more.

nr	SMILES	A350 autofl	Epigenetic mod	CRE-bla Fsk	4-MU autofl	UbGFP stabilizer	BRCT PPI red	Hsp90 Hop PPI	DNA Pol III inh	15-hLO inh	HBB splice mod	BRCT PPI green
1	Cc1noc(C)c1COC(=O)CCOc1ccccc1	?	0.0%	12.2%	?	0.9%	0.5%	6.7%	4.5%	10.6%	-0.2%[57.5 µM]	-0.7%
2	CN(Cc1ccco1)c1nc(-c2ccoc2)nc2ccccc12	i	0.0%[9.22 µM]	?	i	14.8%	-0.2%	-8.1%	-4.5%	12.6µM*	-0.2%	-0.4%
3	O=S(=O)(c1ccc2c(c1)OCCCO2)N1CCNCC1	i	4.2%	-6.6%	i	9.3%	1.1%	-7.4%	3.2%	-1.8%	0.7%	-1.2%
4	COc1ccc(-c2nnc3sc(CN4C(=O)c5ccccc5C4=O)nn23)cc1	i	6.4%	?	i	4.3%	0.8%	-8.3%	3.0%	7.1%	2.9%[57.5 µM]	-0.7%
5	O=C(c1cccc(C(F)(F)F)c1)N1CCN(C2CCCCC2)CC1	i	2.1%	-3.4%	i	-3.7%	-0.4%	1.1%	-1.2%	-0.9%	-1.6%	-1.4%
6	O=C(O)C1Cc2ccccc2CN1C(=O)c1ccccc1 (configuration not stated)	i	-1.0%	-2.3%	i	4.3%	0.8%	1.8%	-4.1%	4.5%	.	0.5%
7	O=C(Nc1ccccc1)N1CCC(c2ccccc2)C1 (configuration not stated)	i	7.7%	-7.1%	i	-3.2%	0.2%	-1.1%	-9.4%	8.5%	-0.4%	-1.2%
8	O=C(CSc1nnc(-c2ccccc2O)o1)Oc1ccc(OCc2ccccc2)cc1	?	1.2%	5.6%	?	-0.1%	0.3%	-0.9%	-7.0%	0.4%	.	-0.9%
9	Cc1noc(C)c1-c1cc(NC2CC2)ncn1	i	-2.9%[9.22 µM]	-6.4%	i	-7.3%	0.1%	-8.3%	-9.6%	?	1.4%	-1.7%
10	N#Cc1ccc(OCCN2C(=O)NC3(CCSC3)C2=O)cc1 (configuration not stated)	?	-2.7%	-0.6%	i	-0.8%	0.7%	-0.4%	-4.6%	4.9%	-0.2%[57.5 µM]	-0.7%
11	O=C(Nn1cnc2ccccc2c1=O)c1ccc(F)cc1Cl	i	0.3%	-6.0%	i	6.6%	-0.3%	-1.1%	-1.2%	3.5%	-0.1%	-0.4%
12	COc1cccc(Nc2ncc3nc(CCc4ccccc4)c(=O)n(Cc4cccs4)c3n2)c1	?	10.8%[9.22 µM]	?	?	0.0%	0.9%	0.6%	-1.3%	3.4%	?	12.9%
13	COc1ccc(CNc2ccc3cn[nH]c3c2)c(OC)c1OC	.	-2.2%	5.6%	.	29.2%	1.7%	-7.9%	-8.0%	9.8%	-1.0%[9.22 µM]	0.0%
14	CCN(CC)C(=O)N1CCN(C(=O)c2ccc(C)cn2)CC1	i	0.0%	-8.4%	i	3.9%	-0.2%	-2.1%	2.4%	-1.7%	-1.2%	0.1%
15	O=C1NC(c2ccccc2)C(C(=O)c2cccs2)=C1O (configuration not stated)	i	-0.5%	-7.0%	i	2.2%	-1.0%	2.4%	0.7%	?	.	-1.9%
16	c1ccc(-c2noc(-c3cccnc3)n2)nc1	i	-0.7%	?	i	-3.1%	-3.2%	-1.9%	5.0%	4.1%	-0.6%	1.1%
17	Cc1cc(NC(=O)CSc2nnc(C3CC3)n2C)no1	i	-0.2%	?	i	1.7%	-1.5%	-1.3%	-7.9%	6.8%	-1.2%	0.6%
18	O=C(NCCN1CCOCC1)[C@H](Cc1ccccc1)N1C(=O)c2ccccc2C1=O	i	-2.1%	-8.7%	i	.	-0.2%	-0.4%	-8.3%	6.8%	3.2%[0.369 µM]	-1.1%
19	Cc1noc(/C=C/N(C)C)c1S(=O)(=O)N1CCCC(C(=O)NCc2ccc(Cl)cc2)C1 (configuration not stated)	i	-1.4%	-11.4%	i	-12.3%	0.1%	-17.6%	3.3%	-14.7%	-1.4%	2.8%
20	Cc1[nH]c2ccc(CNS(=O)(=O)c3ccc(S(=O)(=O)N4CCOCC4)cc3)cc2c1C	i	0.0%	-3.9%	i	2.5%	1.3%	-15.3%	4.5%	-5.0%	.	4.0%
21	O=C(CCCN1CCC(O)(c2cccc(C(F)(F)F)c2)CC1)c1ccc(F)cc1	i	-1.1%	-6.1%	i	-0.1%	1.3%	-4.5%	-6.5%	-1.0%	-0.1%	-3.0%
22	C[C@@H](C(=O)NCc1ccccc1)[C@@H]1C[C@@]1(C)[C@@H](NC(=O)OCc1ccccc1)c1ccccc1	.	.	-4.8%	.	.	-1.8%	-6.7%	7.7%	.	0.0%	-1.5%
23	O=C(CN1CCN(c2ncc(C(F)(F)F)cc2Cl)CC1)NC(=O)NCc1ccccc1	2.4e-08M*	-1.7%	5.8%	?	-5.1%	0.8%	0.9%	0.9%	10.2%	-0.4%[57.5 µM]	0.1%
24	O=C(NCCc1csc(-c2cccnc2)n1)c1ccco1	.	.	-5.4%	.	-2.8%	1.6%	-3.4%	-10.9%	0.3%	0.1%	-1.2%
25	COc1ccc(C2CC(C(F)(F)F)n3nc(C(=O)NCc4cn(C)nc4C)c(Cl)c3N2)cc1 (configuration not stated)	i	2.6%	-0.9%	i	1.1%	-2.7%	1.4%	-3.7%	-3.6%	.	-3.9%
26	Cc1ccccc1-c1nc(Nc2ccncc2)c2ccccc2n1	i	2.3%[9.22 µM]	3.98µM*	i	4.0%	-1.7%	-1.0%	-8.6%	?	-0.1%	5.1%
27	Cc1ccc(-c2nc(NC(=O)CSc3nnc(C)s3)ns2)cc1	.	.	-10.7%	.	-1.4%	-1.6%	?	2.7%	-8.4%	-1.0%	0.1%
28	COc1ccccc1NC(=O)N(Cc1ccco1)Cc1cc2cc(C)cc(C)c2[nH]c1=O	?	0.7%	2.9%	?	-3.7%	1.3%	-11.6%	-3.1%	10µM*	.	3.6%
29	O=S(=O)(Nc1ccccn1)c1ccc(Oc2ccccc2)cc1	i	10.7%	-0.2%	i	3.4%	-0.3%	-2.9%	-3.5%	-0.3%	-0.5%	-0.4%
30	O=C1Oc2ccccc2C(=O)/C1=C\N1C(=O)N/C(=C\c2ccccc2O)C1=O	i	-3.4%[9.22 µM]	-5.1%[7.6 µM]	i	-7.7%[9.17 µM]	-2.0%[15.4 µM]	-1.6%[11 µM]	-13.6%[11.4 µM]	-16.2%[11.4 µM]	-0.6%[9.22 µM]	2.2%[15.4 µM]
31	O=C(Cn1nnc(-c2ccccc2F)n1)NCCc1ccccc1	.	0.0%	-6.5%	.	0.6%	-2.2%	1.4%	-4.9%	3.8%	-0.6%	-1.9%
32	CCc1ccc(OCc2nnc(SCC(=O)NCc3ccco3)o2)cc1	i	-0.2%	3.4%	i	3.9%	0.5%	-6.6%	-4.8%	7.0%	.	-0.6%
33	CCOC(=O)CSc1nnc(-c2ccccc2NC(=O)c2ccccc2)o1	i	-2.9%	4.6%	i	-0.5%	-0.2%	1.7%	1.8%	5.9%	.	-1.6%
34	CCn1c(C(C)NC(=O)Cc2ccccc2)nc2ccccc21 (configuration not stated)	i	-1.2%	0.1%	i	25.0%	0.4%	-2.6%	7.7%	8.2%	-1.5%	-2.7%
35	CN(C(=O)CSc1nnnn1-c1ccccc1)C1CCCCC1	i	0.0%	?	i	-1.7%	0.1%	?	-5.0%	-6.7%	-1.5%	-2.2%
36	Cn1c(Sc2ccc(-c3cccnc3)n2C)ccc1-c1cccnc1	i	2.2%[9.22 µM]	-5.4%[7.6 µM]	i	-11.8%[9.17 µM]	-0.5%[15.4 µM]	-5.4%[11 µM]	-7.4%[11.4 µM]	1.2%[11.4 µM]	0.4%[9.22 µM]	0.4%[15.4 µM]
37	Cc1ccc2cccc(S(=O)(=O)N3CCN(c4cccc(Cl)c4)CC3)c2n1	i	2.1%	7.0%	i	0.5%	0.0%	4.3%	-0.9%	-5.6%	1.4%	-2.7%
38	CCOC(=O)CNC(=O)CSc1ncnc2c1cnn2-c1ccc(C)cc1	i	2.4%	2.1%	i	-2.2%	1.2%	0.8%	-2.8%	16.4%	.	0.9%
39	CC(C(=O)N1CCc2ccccc21)N1CCc2ccccc2C1 (configuration not stated)	i	0.0%	?	i	-1.8%	-0.9%	2.5%	-1.5%	-5.8%	0.0%[57.5 µM]	-3.2%
40	O=C(NCc1ccco1)C1CCN(S(=O)(=O)N2CCOCC2)CC1	i	-1.1%	10.3%	i	-6.1%	-0.2%	2.4%	-6.0%	-1.2%	-0.8%	0.3%
